# NCOA2 inhibitor – inhibition of GAL4-SRC2 driven luciferase reporter, primary screen, SRC2 inhibitor project, cell-based, luminescence; Nuclear receptor coactivator 2 (Homo sapiens), Q15596; HEK293 GAL4-SRC2 luciferase reporter; inhibition, % at 9 µM; 0.17% of 370,000 active; AID 651957, 2012;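 active = inhibition above the mean inhibition of all tested compounds plus 3 SD, set per campaign, cut at about 52% in these data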;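 note: 0% = DMSO treated cells and 100% = cells given Gossypol at 36 µM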
# Exocytosis inh – LAMP-1 surface exposure blockers, TALL-104 cells – cell-based, flow cytometry, MLPCN library, primary screen. TALL-104 LAMP-1 surface exposure; cells stimulated with thapsigargin and PMA. inhibition, % at 10 µM. 0.66% of 360,000 active. AID 651702, 2012;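 active = inhibition above about 55%, limit read from the data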
# NR5A2 inv ag – LRH-1 (NR5A2) inverse agonists, primary screen, cell-based, luminescence, HEK293T, StAR-luciferase reporter. Nuclear receptor subfamily 5 group A member 2 (Homo sapiens), O00482. LRH-1 transfected, 24 h. inhibition, % at 3.6 µM. 0.13% of 360,000 active. AID 602396, 2012;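 active = inhibition above the mean inhibition of all tested compounds plus 3 SD, cut at about 73% in these data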;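 note: 0% = DMSO wells and 100% = reporter-only cells lacking LRH-1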
# TLR9-MyD88 inh – inhibitors of TLR9-MyD88 association in cells, primary screen, cell-based, CHO, BLA complementation, fluorescence; CCF4 FRET ratio; inhibition, % at 4.98 µM; 0.21% of 340,000 active;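 active = inhibition above the mean over all tested compounds plus 3 SD, cut at about 21% in these data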;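 note: 0% = DMSO only wells and 100% = clavulanate BLA inhibitor control wells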
# TROY NFkB inh – inhibitors of TROY-driven NF-kB signaling, primary screen, Q293 LMP1-TROYcd cells, NF-kB luciferase, uHTS; Q293 LMP1-TROYcd NF-kB luciferase reporter, 4 h; inhibition, % at 10 µM; 0.98% of 360,000 active; AID 1347056, 2019;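 active = compounds whose plate-normalised and pattern-corrected inhibition of the luciferase reporter signal at the single screening dose is 50% or more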
# TWEAK Fn14 block – inhibitors of TWEAK-Fn14 signaling, primary screen, luciferase reporter cells, uHTS; TWEAK-stimulated Fn14 reporter cells, luciferase luminescence, 8 h; 2% of 360,000 active; inhibition, % at 10 µM; in the data active = inhibition above about 50%
# NCOA1 inh – SRC1 coactivator transcriptional activity inhibitors, primary screen, cell-based, luminescence; inhibition, % at 3.6 µM; Nuclear receptor coactivator 1 (Homo sapiens), Q15788; AID 588354, 2011; 0.12% of 360,000 active; HEK293 GAL4-SRC1 luciferase reporter;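 active = inhibition above the campaign mean plus 3 SD, with each screening campaign given its own cutoff, cut at about 60% in these data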;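 note: 0% = DMSO treated cells and 100% = gossypol at 36 µM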
# NR2F2 inh – NR2F2 transcriptional activity inhibitors, primary screen, cell-based, luciferase reporter, HEK293T, luminescence; COUP transcription factor 2 (Homo sapiens), P24468; HEK293T NGFI-A luciferase reporter; inhibition, % at 8.6 µM; 0.7% of 370,000 active;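 active = inhibition above a per-plate cutoff, mean inhibition of test wells between control levels plus 3 SD, cut at about 38% in these data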;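 note: cells cotransfected with COUP-TFII expression vector driving the NGFI-A reporter; 0% = median of COUP-TF2 test wells and 100% = reporter-only cells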
# Target sequence (P24468 whole entry, looked up): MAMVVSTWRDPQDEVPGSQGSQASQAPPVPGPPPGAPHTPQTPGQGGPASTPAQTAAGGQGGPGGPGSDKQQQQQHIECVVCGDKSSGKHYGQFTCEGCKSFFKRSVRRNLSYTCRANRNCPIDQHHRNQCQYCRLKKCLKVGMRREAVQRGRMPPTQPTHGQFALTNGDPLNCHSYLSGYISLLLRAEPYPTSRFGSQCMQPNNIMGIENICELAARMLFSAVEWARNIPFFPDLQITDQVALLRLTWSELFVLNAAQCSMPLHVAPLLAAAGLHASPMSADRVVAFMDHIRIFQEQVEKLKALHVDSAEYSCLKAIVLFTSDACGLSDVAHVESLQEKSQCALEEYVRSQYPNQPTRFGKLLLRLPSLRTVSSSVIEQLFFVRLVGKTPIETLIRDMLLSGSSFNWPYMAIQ
# ABHD5-PLIN5 inh – ABHD5-PLIN5 interaction inhibitors, primary screen, cell lysate, split luciferase complementation, luminescence; 0.78% of 360,000 active; Split G. princeps luciferase complementation, 4 h; AID 602281, 2012; Perilipin-5 (Homo sapiens) + 1-acylglycerol-3-phosphate O-acyltransferase ABHD5 (Homo …; inhibition, % at 4 µM;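 active = inhibition above the mean inhibition across every tested compound plus 3 SD, cut at about 22% in these data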;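 note: 0% = DMSO only wells and the 100% control is not disclosed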
# NOD2-RIPK2 inh – NOD2-RIPK2 binding disruptors in cells, primary screen, fluorescence, CHO cells, BLA complementation; Receptor-interacting serine/threonine-protein kinase 2 (Homo sapiens), O43353; inhibition, % at 4.98 µM; CCF4 ratio; 0.38% of 360,000 active; AID 624267, 2012; in the data active = inhibition above about 21%;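 note: 0% = vehicle only and 100% = reference blocker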
# Target sequence (O43353 whole entry, looked up): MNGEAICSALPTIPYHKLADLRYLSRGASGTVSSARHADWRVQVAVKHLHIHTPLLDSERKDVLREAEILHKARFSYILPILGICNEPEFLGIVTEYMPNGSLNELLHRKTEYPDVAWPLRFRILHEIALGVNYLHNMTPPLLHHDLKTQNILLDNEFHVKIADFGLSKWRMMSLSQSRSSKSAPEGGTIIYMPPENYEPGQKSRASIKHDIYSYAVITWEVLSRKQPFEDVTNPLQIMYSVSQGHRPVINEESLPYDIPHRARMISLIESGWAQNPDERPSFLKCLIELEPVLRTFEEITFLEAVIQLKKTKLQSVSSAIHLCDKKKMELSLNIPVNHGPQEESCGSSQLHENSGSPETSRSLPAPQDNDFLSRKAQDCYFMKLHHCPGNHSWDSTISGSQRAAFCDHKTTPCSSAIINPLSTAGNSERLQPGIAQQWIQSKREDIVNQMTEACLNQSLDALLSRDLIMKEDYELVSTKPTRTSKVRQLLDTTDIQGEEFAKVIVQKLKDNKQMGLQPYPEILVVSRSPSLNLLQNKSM
# NCOA3 inh – SRC3 coactivator transcriptional activity inhibitors, primary screen, cell-based, luminescence | Nuclear receptor coactivator 3 (Homo sapiens), Q9Y6Q9 | HEK293 GAL4-SRC3 luciferase reporter | inhibition, % at 3.6 µM | 0.17% of 360,000 active;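 active = inhibition above a per-campaign cutoff, the mean of all compounds plus 3 SD, cut at about 60% in these data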;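 note: 0% = DMSO-treated cells and 100% = gossypol-treated cells at 36 µM; higher means less SRC3-driven luciferase light from the GAL4 reporter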
# An asterisk follows results filed as active; nt = not tested or not shown. An excerpt, so the mix of outcomes need not match the whole.
# Values in the order – NCOA2 inhibitor, Exocytosis inh, NR5A2 inv ag, TLR9-MyD88 inh, TROY NFkB inh, TWEAK Fn14 block, NCOA1 inh, NR2F2 inh, ABHD5-PLIN5 inh, NOD2-RIPK2 inh, NCOA3 inh
Cc1cnc(C(=O)OC(C)C(=O)NC2CCCc3ccccc32)cn1 (stereo unspecified)
 : 5, -5, 6, -2, -11, 5, 12, 9, -5, 4, 12
C=CCC[C@H](Cc1ccc(F)cc1)C(=O)OC[C@@H](Cc1c[nH]c2ccccc12)NC(=O)[C@@H](CC=C)CC(=O)N[C@H](CO)Cc1ccccc1
 : 7, 20, 5, 6, 13, 31, -12, 2, -3, -9, 7
CC1CCN(C(=O)CSc2nnc(N)s2)CC1
 : 10, -1, -11, 2, 14, -22, -8, 0, -1, -3, -22
CCc1ccc([C@@H]2CC=C(C(=O)O)[C@H](c3ccccc3)N2S(=O)(=O)c2ccc(C)cc2)cc1
 : 12, 5, 15, -19, 23, 8, 8, 19, -5, 2, 17
C#CCNC(=O)C1=C[C@@H](c2ccc(C(F)(F)F)cc2)C[C@@H](OCc2ccc(CO)cc2)O1
 : -37, -5, -16, 2, -34, -4, -4, 4, -4, 6, -6
CCC(=O)NCCc1nc2cc(NC(=O)c3ccc(F)cc3)ccc2n1C
 : -40, 0, -83, -5, -31, 14, -86, -27, -8, 6, -67
COc1cc2c(cc1OC)C(=O)N1[C@H]3c4cc(C)ccc4OC[C@@H]3[C@H](c3ccccc3)[C@]1(C)C(=O)N2
 : -6, -2, 2, -1, 19, 8, 20, -1, -6, 3, 24
[O-][n+]1c2ccccc2cc2ccccc21
 : -20, 1, 2, -9, -21, -3, 1, -22, 1, 0, 3
c1ccn(-c2ncnc3sc4c(c23)CCCC4)c1
 : -10, -2, 6, -1, 4, 21, -3, -4, -3, 1, 12
CC(=O)NC(Cc1c[nH]c2ccccc12)C(=O)NCCc1ccccn1 (stereo unspecified)
 : 5, -10, 0, 5, 17, 8, -14, -3, -7, 5, 0
CC(=O)CC[N+](C)(C)C
 : -8, 4, 14, -2, 15, 6, -3, 1, 2, 4, 6
COC(=O)c1ccc(/C=C/C(=O)c2ccc(OC)c(OC)c2)cc1
 : nt, 5, 12, 6, 22, 18, -12, nt, 33*, 7, 3
CCCC(=O)Nc1ccc(C(=O)NNC(=O)c2ccccc2Br)cc1
 : -12, 3, -16, -3, -3, 18, 0, 10, 2, -10, 23
O=C(NCCCn1ccnc1)C(=O)c1c[nH]c2ccccc12
 : 5, -4, 15, -2, 16, -4, -12, 7, 8, 9, 7
CS(=O)(=O)c1ccc2nc(NC(=O)c3ccc(=O)[nH]c3)sc2c1
 : -77, 1, 5, 4, -4, -3, 18, 10, 9, 4, 19
CC(=O)C1=C(C)NC(=S)NC1c1cccc([N+](=O)[O-])c1 (stereo unspecified)
 : 4, 3, -26, 6, -5, -16, 4, -9, -3, -8, 6
COc1ccc(C(=O)NC(C(=O)OCC(=O)Nc2sccc2C(N)=O)C(C)C)cc1 (stereo unspecified)
 : 3, -7, 23, 6, 3, 4, 2, -8, -2, -12, 11
Cc1cc(NC(=O)c2cc(-c3ccc(C)c(C)c3)nc3ccccc23)no1
 : -24, -3, -18, 3, -50, -4, -15, -9, -11, -13, -25
O=C(Nc1ccc2c(c1)OCCO2)C(c1ccncc1)n1c(=O)c(-c2ccco2)nc2ccccc21 (stereo unspecified)
 : -17, -3, 0, nt, nt, nt, nt, -17, 11, 7, nt
COc1cc(NC(=O)CCC(=O)c2cccs2)cc(OC)c1
 : -24, -3, 7, 3, -23, 0, -34, -9, 1, -4, 13

# Arranged by formula weight (falling): five of the compounds above
# Values in the order – NCOA2 inhibitor, Exocytosis inh, NR5A2 inv ag, TLR9-MyD88 inh, TROY NFkB inh, TWEAK Fn14 block, NCOA1 inh, NR2F2 inh, ABHD5-PLIN5 inh, NOD2-RIPK2 inh, NCOA3 inh
COc1ccc(C(=O)NC(C(=O)OCC(=O)Nc2sccc2C(N)=O)C(C)C)cc1 (stereo unspecified)
 : 3, -7, 23, 6, 3, 4, 2, -8, -2, -12, 11
CCCC(=O)Nc1ccc(C(=O)NNC(=O)c2ccccc2Br)cc1
 : -12, 3, -16, -3, -3, 18, 0, 10, 2, -10, 23
CCC(=O)NCCc1nc2cc(NC(=O)c3ccc(F)cc3)ccc2n1C
 : -40, 0, -83, -5, -31, 14, -86, -27, -8, 6, -67
Cc1cc(NC(=O)c2cc(-c3ccc(C)c(C)c3)nc3ccccc23)no1
 : -24, -3, -18, 3, -50, -4, -15, -9, -11, -13, -25
CC(=O)C1=C(C)NC(=S)NC1c1cccc([N+](=O)[O-])c1 (stereo unspecified)
 : 4, 3, -26, 6, -5, -16, 4, -9, -3, -8, 6

# (list continues)
# Values in the order – NCOA2 inhibitor, Exocytosis inh, NR5A2 inv ag, TLR9-MyD88 inh, TROY NFkB inh, TWEAK Fn14 block, NCOA1 inh, NR2F2 inh, ABHD5-PLIN5 inh, NOD2-RIPK2 inh, NCOA3 inh
Cc1ccc(-n2c(SCC(=O)NC3CCS(=O)(=O)C3)nc3ccccc3c2=O)cc1 (stereo unspecified)
 : -19, 18, 8, -5, -9, 14, -1, 1, 0, -7, -2
CC1CCCN(S(=O)(=O)c2ccc(NC(=O)c3cccc(-n4cnnn4)c3)cc2)C1 (stereo unspecified)
 : -18, 1, 4, 0, 26, 8, -13, 17, 1, -1, 12
COCCCNC(=O)c1ccc2c(=O)n(CC3CCCO3)c(=S)[nH]c2c1 (stereo unspecified)
 : 6, 1, 8, 6, -9, 17, 6, 21, 3, -5, 7
COc1ccc(NCc2nnc(SCCN3CCCCC3)n2-c2ccc(C)cc2)cc1
 : 0, -2, -10, -12, -14, 2, -25, -11, -8, -6, 4
CCOC(=O)C1CCN(CC(O)COCc2ccccc2)CC1 (stereo unspecified)
 : -32, -2, 4, -6, 5, 12, -8, 24, 2, -3, -9
Cc1ccc(CN(C(=O)c2ccccc2[N+](=O)[O-])C2CCS(=O)(=O)C2)o1 (stereo unspecified)
 : -3, 3, 7, 4, -4, -2, 5, 14, 4, -4, -6
CC(C)CCn1c(=O)c2ccccc2n2c(CN(C)Cc3ccccc3)nnc12
 : 5, -6, 7, -6, 16, 28, 1, 13, -7, 2, 10
O=C(O)CCCCCNS(=O)(=O)c1cccc2nsnc12
 : -1, -2, -2, -1, 9, -11, -8, -15, 0, -4, 5
O=C(Cn1nc(-c2ccccc2)ccc1=O)Nc1ccc(N2CCN(C(=O)c3ccccc3)CC2)cc1
 : 3, -1, 15, -1, 6, 20, -21, 4, 3, 3, 12
COc1ccccc1-c1cc(C(=O)NC2CCCC2)no1
 : -30, 11, -54, -12, -55, -48, -63, -45, -4, 0, -41
COC(=O)c1nc(NC(=O)c2cc(OC)c(OC)c(OC)c2)n[nH]1
 : 8, 1, 9, -4, -2, -10, 2, 15, 3, -12, 1
COc1ccc(OC(C)C(=O)Nc2cccc(OC)c2)cc1 (stereo unspecified)
 : -21, 0, -3, -5, 12, 17, 4, 1, 0, -2, -19
Cc1ccc(-n2c(-c3ccc(Cl)cc3Cl)n[nH]c2=S)cc1
 : -23, 4, -7, -3, 8, 2, -3, 7, -3, -1, 8
CC(C)(C)NC(=O)C(c1ccnc2ccccc12)n1c(=O)c(-c2ccccc2)nc2ccccc21 (stereo unspecified)
 : -6, 7, -8, nt, nt, nt, nt, -13, 3, -7, nt
CCCSc1nnc(Cc2cc(=O)[nH]c(=O)[nH]2)n1-c1cc(C)ccc1C
 : 23, 0, -5, -4, 6, -10, -11, -4, -3, -5, -5
COC(=O)CNC(c1ccccc1)c1cc(C)ccc1NS(=O)(=O)c1ccc(C)cc1 (stereo unspecified)
 : -4, 0, -9, -27, -1, 0, 0, 15, -5, -7, -3
CN(C(=O)Nc1ccc(Cl)cc1Cl)C1CCCC1
 : -43, 2, -77, -19, -9, 30, -44, -26, -3, -2, -77
CCCCNc1c(N2CCN(C(=O)OCC)CC2)c(=O)c1=O
 : 15, -8, 9, 0, 2, 3, -13, -3, 6, 8, 16
CC1(C(O)(C#CC[N+]2(C)CCCCC2)c2ccccc2)CCCC1 (stereo unspecified)
 : 1, 4, 22, -4, 1, -4, 0, 8, 7, 2, 14
CCOc1cc(C(=O)Nc2ccncc2)cc(OCC)c1OCC
 : 11, -4, 0, -4, -9, -19, -2, 5, 5, -7, 19

# Following part:
# Letter code: A = NCOA2 inhibitor; B = Exocytosis inh; C = NR5A2 inv ag; D = TLR9-MyD88 inh; E = TROY NFkB inh; F = TWEAK Fn14 block; G = NCOA1 inh; H = NR2F2 inh; I = ABHD5-PLIN5 inh; J = NOD2-RIPK2 inh; K = NCOA3 inh
C#CC(C)(O)C1CC(CC(=O)O)C1(C)C (stereo unspecified)
  A: nt; B: 28; C: 11; D: -2; E: -5; F: 8; G: 5; H: nt; I: 9; J: -6; K: -21

Cc1ccc(N2NC(=O)/C(=C\c3cc4c(cc3[N+](=O)[O-])OCO4)C2=O)cc1C
  A: -21; B: 14; C: -14; D: -1; E: 0; F: 27; G: -4; H: 13; I: -7; J: -9; K: 12

CCOc1cccc(-c2nnc3sc(-c4ccco4)nn23)c1
  A: -11; B: 0; C: -8; D: 7; E: -29; F: 1; G: 6; H: -1; I: -5; J: -3; K: 1

C[C@H](CO)N1C[C@H](C)[C@@H](CN(C)S(=O)(=O)c2ccc(-n3cccn3)cc2)OCc2cn(nn2)CCCC1=O
  A: -14; B: -3; C: 20; D: -8; E: 2; F: -11; G: 16; H: -9; I: 8; J: 1; K: -2

Cc1cccc(N2CCN(C(c3ccccc3)c3nnnn3CC3CCCO3)CC2)c1C (stereo unspecified)
  A: 16; B: -1; C: 13; D: -12; E: -8; F: 7; G: -1; H: 22; I: 10; J: 5; K: 9

CC(C)C(c1nnnn1Cc1ccc2c(c1)OCO2)N1CCN(c2ccccc2)CC1 (stereo unspecified)
  A: -16; B: 0; C: 2; D: 2; E: -26; F: -13; G: 6; H: 1; I: -1; J: 2; K: 18

CC(=O)Nc1ccc(/C=N/OCC(=O)Nc2ccc(C)cc2)cc1
  A: -77; B: 12; C: -57; D: -1; E: -48; F: -36; G: -70; H: -42; I: -1; J: -6; K: -53

# Screening results as filed in PubChem BioAssay.
